# procasp3 activ = activators of human procaspase-3 D3A mutant, primary screen, biochemical, absorbance, PC-3 D3A mutant, single concentration; Caspase-3 (Homo sapiens), P42574; recombinant procaspase-3 D3A, Ac-DEVD-pNA absorbance 405 nm; activation, % at 8.5 µM; 330,000 compounds, 0.11% hits;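 active = activation above the mean of all tested compounds plus 3 SD, cut at about 21% in these data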;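 also: 0% = DMSO alone and 100% = DMSO wells spiked with extra 5 µM PC-3 D3A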
#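 Test system: Procaspase-3 D3A mutant, all three cleavage aspartates alanine | Dosing: Single dose, 8.5 µM nominal compound, 0.8% DMSO | Schedule: 1 h preincubation, 2 h reaction | Technique: 405 nm absorbance of p-nitroaniline, reads at 0 and 120 min | Repeats: One well per compound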
# CTSL1 counter = Fasciola hepatica cathepsin L1 inhibitors, primary screen, counter-screen for PFM18AAP inhibitor project, biochemical, QFRET, fluorogenic peptide substrate; recombinant F. hepatica cathepsin L1, Z-Leu-Arg-MCA fluorescence; inhibition, % at 5.96 µM; 300,000 compounds, 0.49% hits; AID 1906, 2009;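 active = inhibition above the mean of all tested compounds plus 3 SD, set per screening campaign, cut at about 17% in these data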;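 also: 0% = plate median of test compound wells and 100% = 1 µM Z-Phe-Ala-diazomethylketone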
# procasp7 counter = procaspase-7 activators, primary screen, counter-screen for procaspase-3 activator project, biochemical, absorbance, HTS, human; recombinant procaspase-7, Ac-DEVD-pNA absorbance 405 nm; D23A/D198A/D206A triple mutant, cannot self-cleave; scale: DMSO 0, 5 µM enzyme 100; activation, % at 8.5 µM; AID 463210, 2010; Caspase-7 (Homo sapiens), P55210; 330,000 compounds, 0.093% hits;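 active = percent activation above the screen-wide mean plus 3 SD, cut at about 25% in these data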
# Target sequence (P55210 whole entry D23A/D198A/D206A): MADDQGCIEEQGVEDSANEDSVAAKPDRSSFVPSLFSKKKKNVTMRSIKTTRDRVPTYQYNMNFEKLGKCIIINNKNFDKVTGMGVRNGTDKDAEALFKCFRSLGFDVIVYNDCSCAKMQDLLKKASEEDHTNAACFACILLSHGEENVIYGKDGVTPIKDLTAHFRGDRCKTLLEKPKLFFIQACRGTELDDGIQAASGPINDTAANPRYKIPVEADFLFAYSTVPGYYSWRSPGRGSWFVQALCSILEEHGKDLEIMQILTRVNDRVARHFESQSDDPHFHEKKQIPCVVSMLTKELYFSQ
#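 System: Procaspase-7 triple mutant (PC-7 D3A); measure: % activation from two-timepoint absorbance difference, scaled to controls; times: 1 h compound preincubation, 2 h substrate cleavage, 25 °C; also added: Ac-DEVD-pNA substrate, 400 µM as added; measured by: Epi-absorbance of released pNA at 405 nm, two timepoints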
# core dimer inh = inhibitors of HCV core protein dimerization, primary screen, biochemical, TR-FRET, high-throughput; 300,000 compounds, 0.33% hits; inhibition, % at 5 µM; AID 1899, 2009; TR-FRET GST/Flag-core106 dimerization, 1536-well;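 active = inhibition above the mean of all tested compounds plus 3 SD, set per screening campaign, cut at about 45% in these data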
#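 Assay system: tagged HCV core106 pair (GST and Flag); medium: KF-containing HEPES buffer, pH 7.45, DTT, CHAPS, BSA; also added: Eu donor and XL665 acceptor anti-tag antibodies; dosing: 5 µM single dose; timing: compound-protein-antibody incubation 4 h at 22.5 °C; signal: TR-FRET 671 and 617 nm emission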
# TPT1 inh = Candida albicans TPT1 enzyme inhibitors, primary screen, biochemical, fluorescence polarization | 300,000 compounds, 0.81% hits | recombinant caTPT1, FP RNA substrate dephosphorylation | inhibition, % at 5 µM;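 active = inhibition above the mean of all tested compounds plus 3 SD, set per screening campaign, cut at about 24% in these data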;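 also: plate controls were DMSO alone for no effect and ferristatin control at 100 nM for full effect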
# Efflux pump mplx = inhibitors of Candida efflux pumps in yeast, primary screen, S. cerevisiae, Nile Red, multiplex; S. cerevisiae Candida pump triplex; inhibition, % at 10 µM; 330,000 compounds, 0.44% hits;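 active = plate passing quality check with inhibition over a set limit, or well fluorescence over plate mean plus 4 SD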;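 also: Nile Red retained in pooled yeast measured as flow cytometry median fluorescence; 0% = buffer negative control and 100% = Enniatin B positive control; higher means more Nile Red kept so more efflux inhibition; some compounds called inactive have numbers as strong as hits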
# GASC-1 inh = inhibitors of GASC-1 histone demethylase, primary screen, biochemical, fluorescence, DELFIA europium | AID 2099, 2009 | GST-JMJD2C(1-420) H3K9me3 demethylation | Lysine-specific demethylase 4C (Homo sapiens), Q9H3R0 | inhibition, % at 2.35 µM | 330,000 compounds, 0.069% hits;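 active = more than half of a compound's replicate wells show inhibition beyond 50%, single wells judged on their own value; inconclusive = some, but no more than half, of replicates pass 50% inhibition; inactive = no replicate passes 50% inhibition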;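 also: signal counts dimethyl H3K9 product captured on neutravidin plate; 0% = median of DMSO wells and 100% = 0.3 times that DMSO median; strong numbers were not always called active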
# PP5 primary = PP5 phosphatase inhibitors, primary screen, biochemical, fluorescence. 320,000 compounds, 0.18% hits. Serine/threonine-protein phosphatase 5 (Homo sapiens), P53041. purified PP5c, OMFP substrate fluorescence. inhibition, % at 6.7 µM. AID 1987, 2009;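 active = inhibition above the campaign's mean inhibition across all tested compounds plus 3 SD, cut at about 9.5% in these data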;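 also: 0% = DMSO only and 100% = 100 µM cantharidin control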
# Target sequence (P53041 whole entry, looked up): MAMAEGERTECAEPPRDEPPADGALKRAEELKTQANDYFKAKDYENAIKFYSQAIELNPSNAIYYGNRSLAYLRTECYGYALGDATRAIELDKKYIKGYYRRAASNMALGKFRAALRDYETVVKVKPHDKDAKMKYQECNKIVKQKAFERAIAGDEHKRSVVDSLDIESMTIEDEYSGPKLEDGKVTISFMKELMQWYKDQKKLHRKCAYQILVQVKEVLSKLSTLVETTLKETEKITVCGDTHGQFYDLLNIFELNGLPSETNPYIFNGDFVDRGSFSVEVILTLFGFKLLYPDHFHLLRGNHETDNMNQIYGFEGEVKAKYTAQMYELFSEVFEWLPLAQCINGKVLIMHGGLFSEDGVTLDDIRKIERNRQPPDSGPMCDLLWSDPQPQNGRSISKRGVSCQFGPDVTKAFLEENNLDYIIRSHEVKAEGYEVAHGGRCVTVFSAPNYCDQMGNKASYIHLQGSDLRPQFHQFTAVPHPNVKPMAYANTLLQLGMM
# PP1 counter = PP1-alpha phosphatase inhibitors, primary screen, counter-screen for PP5 inhibitor project, biochemical, fluorescence, OMFP substrate, single point. Serine/threonine-protein phosphatase PP1-alpha catalytic subunit (Homo sapiens), P62136. purified PP1alpha. inhibition, % at 6.7 µM. 320,000 compounds, 0.9% hits. AID 2235, 2010;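 active = inhibition above the mean inhibition of all tested compounds plus 3 SD, computed separately for each screening campaign, cut at about 15% in these data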
# Numbers without * were called inactive; ? = inconclusive; . = not tested or not shown. Rows were taken by chance; any-hit rate near 2.9%.
SMILES,procasp3 activ,CTSL1 counter,procasp7 counter,core dimer inh,TPT1 inh,Efflux pump mplx,GASC-1 inh,PP5 primary,PP1 counter
CCOc1cc(C=O)ccc1OCCCN1C(=O)NC(C)(C)C1=O,0,4,-8,-3,-3,0.0,-14,0.4,-4
Cc1cnc(C(=O)NNC(=O)c2ccc(Br)cc2)cn1,-1,-6,5,-2,0,0.1,15,-2.9,9
COc1ccccc1NC(=O)CSc1nnc(CC(=O)Nc2ccccc2C)n1C,5,1,-8,7,-3,0.1,10,4.2,3
C[C@@H]1CCC[C@]2(O[C@@H](CCO)C[C@H](O)[C@H]2O)O1,-1,2,-9,-5,0,0.0,10,-4.4,-1
COc1ccc(-n2cc(-c3ccccc3)c3c(N4CCOCC4)ncnc32)cc1,-1,1,5,2,1,0.1,-10,4.2,-6
CC1=C(C(=O)OC(C)C)C(C2CC=CCC2)NC(=O)N1 (stereo unspecified),0,1,0,1,-1,0.1,0,-0.8,-3
CCCc1[nH]n(-c2nc3ccccc3s2)c(=O)c1C=NCC(C)C,-2,2,1,4,4,0.0,-3,3.6,2
Cc1ccc(C(=O)NNC(=O)CCC(=O)Nc2cc(C)on2)cc1,-9,0,-1,-16,-4,-0.8,-23,-1.1,1
CCOC(=O)CC1C(=O)NCCN1C(=O)c1ccc(F)cc1F (stereo unspecified),-3,1,-4,1,-2,0.0,.,-1.6,-4
O=S(=O)(NC(=S)c1ccccc1)c1ccc(F)cc1,8,7,-1,-1,-4,-0.1,10,6.5,0
COc1ccc2oc(=O)c(C(=O)Oc3ccc(NC(C)=O)cc3)cc2c1,-8,0,-27,-2,1,0.1,-1,1.0,1
Cc1ccc(NC(=O)Cn2c(=O)oc3ccccc32)cc1,0,0,-1,-5,6,-0.1,-11,2.7,-5
Cc1ccc(C(=O)N/C(=C\c2cccs2)C(=O)NCc2cccnc2)cc1,1,5,-1,-10,-1,0.0,4,-0.9,-1
COc1cccc(/C=C/c2nc3c(cnn3-c3ccccc3)c(=O)[nH]2)c1,-1,-8,-6,0,3,0.1,0,0.3,-8
O=C(CS(=O)(=O)Cc1ccccc1)Nc1ncccn1,-2,2,11,-1,-3,-0.1,12,1.0,-1
C=CCn1c(O)c(N=NC(=S)Nc2ccccc2F)c2ccccc21,5,-2,-7,3,-2,0.1,6,-2.9,0
COc1ccc(S(=O)(=O)N2CCCCCC2)cc1C(=O)N(C)Cc1ccc(Cl)cc1Cl,8,9,3,10,2,-0.1,-7,4.7,4
O=C(NCC1CCCO1)c1ccc(COCC(F)(F)C(F)F)cc1 (stereo unspecified),4,-1,2,-1,-4,0.0,-6,1.0,0
Cn1c(SCC(=O)Nc2ccc(Cl)cc2F)nnc1-c1ccco1,-1,15,5,-1,-1,0.1,22,3.6,4
Cc1cc(NC(=O)CSc2nc(-c3ccc(F)cc3)cs2)no1,-2,1,0,2,-2,0.1,-3,1.5,1

# Reprinted at random: 3 compounds from above, in no set order.
SMILES,procasp3 activ,CTSL1 counter,procasp7 counter,core dimer inh,TPT1 inh,Efflux pump mplx,GASC-1 inh,PP5 primary,PP1 counter
CCCc1[nH]n(-c2nc3ccccc3s2)c(=O)c1C=NCC(C)C,-2,2,1,4,4,0.0,-3,3.6,2
O=C(NCC1CCCO1)c1ccc(COCC(F)(F)C(F)F)cc1 (stereo unspecified),4,-1,2,-1,-4,0.0,-6,1.0,0
C=CCn1c(O)c(N=NC(=S)Nc2ccccc2F)c2ccccc21,5,-2,-7,3,-2,0.1,6,-2.9,0

# 7 compounds from above, ordered by count of non-hydrogen atoms, largest number first.
SMILES,procasp3 activ,CTSL1 counter,procasp7 counter,core dimer inh,TPT1 inh,Efflux pump mplx,GASC-1 inh,PP5 primary,PP1 counter
COc1ccc(S(=O)(=O)N2CCCCCC2)cc1C(=O)N(C)Cc1ccc(Cl)cc1Cl,8,9,3,10,2,-0.1,-7,4.7,4
COc1ccccc1NC(=O)CSc1nnc(CC(=O)Nc2ccccc2C)n1C,5,1,-8,7,-3,0.1,10,4.2,3
Cc1ccc(C(=O)N/C(=C\c2cccs2)C(=O)NCc2cccnc2)cc1,1,5,-1,-10,-1,0.0,4,-0.9,-1
COc1ccc2oc(=O)c(C(=O)Oc3ccc(NC(C)=O)cc3)cc2c1,-8,0,-27,-2,1,0.1,-1,1.0,1
Cc1ccc(C(=O)NNC(=O)CCC(=O)Nc2cc(C)on2)cc1,-9,0,-1,-16,-4,-0.8,-23,-1.1,1
CC1=C(C(=O)OC(C)C)C(C2CC=CCC2)NC(=O)N1 (stereo unspecified),0,1,0,1,-1,0.1,0,-0.8,-3
C[C@@H]1CCC[C@]2(O[C@@H](CCO)C[C@H](O)[C@H]2O)O1,-1,2,-9,-5,0,0.0,10,-4.4,-1

# Further results.
SMILES,procasp3 activ,CTSL1 counter,procasp7 counter,core dimer inh,TPT1 inh,Efflux pump mplx,GASC-1 inh,PP5 primary,PP1 counter
Cn1c(=O)oc2cc(S(=O)(=O)N3CCN(c4ccc(F)cc4)CC3)ccc21,2,3,10,1,16,0.2,0,-2.1,-4
CC1(c2ccc(OC(F)F)cc2)NC(=O)N(CC(=O)c2ccc3c(c2)OCO3)C1=O (stereo unspecified),2,1,10,2,4,-0.1,-2,-2.1,-5
O=C(c1ccc(N2CCN(C(=O)c3ccc(F)cc3F)CC2)cc1)c1cccc(F)c1,2,6,12,14,2,0.1,-10,5.7,-6
COCCN(C(=O)COC(=O)c1cc2c(s1)CCCC2)c1c(N)n(Cc2ccccc2)c(=O)[nH]c1=O,3,1,4,22,4,0.0,2,-0.7,4
CCOC(=O)C1CCCN(S(=O)(=O)c2cc3c4c(c2)CCC(=O)N4CCC3)C1 (stereo unspecified),-7,4,-4,1,0,0.1,?,-0.4,-2
CCOc1ccc(S(=O)(=O)N2CCC(C(=O)NCCN3CCOCC3)CC2)cc1C,-9,4,2,3,3,0.0,-7,0.2,-2
NC(=O)NC(Cc1ccccc1)C(=O)N1CCN(S(=O)(=O)c2ccc(Cl)cc2)CC1 (stereo unspecified),-3,.,8,.,.,0.1,.,4.0,-1
Cc1cc(NC(=O)c2cc(-c3cccc(OCC(C)C)c3)nc3ccccc23)no1,6,-2,-7,6,-1,0.3,12,2.4,1
Nc1cc(Nc2ccccc2)ccn1,5,.,3,.,.,-0.1,2,3.0,9
O=S(=O)(c1ccc(NC(=S)NCc2ccncc2)cc1)N1CCCCC1,3,-1,-8,0,-1,0.1,-7,2.4,-1
CCC(=O)N1CCN(c2ccccc2NC(=O)COc2cc(C)ccc2C(C)C)CC1,4,0,1,-3,4,0.1,-6,2.0,7
CCC(C)Sc1ccc([C@H]2N[C@@](C)(C(=O)OC)[C@H]3C(=O)N(CC)C(=O)[C@@H]23)cc1 (stereo partly specified),2,-3,2,-11,-2,0.0,7,4.0,1
CCOc1ccc(Nc2nc3cc(S(=O)(=O)N(CC)CC)ccc3o2)cc1,1,-5,-19,13,0,-0.1,-1,5.9,2
CCOCC(=O)Nc1nc2c(s1)C(=O)CC(C)(C)C2,7,4,-3,-1,-2,0.0,-20,-0.8,0
O=C(CSc1nnc(C2CC2)n1Cc1ccccc1)N1CCNC1=O,18,.,5,.,.,0.0,3,.,.
O=C(Nc1ccccc1)N1CCOCC1,-3,-3,6,-5,-4,-0.3,0,-0.7,-1
COc1ccc2c(c1)C1NC(=S)N[C@@](C)(O2)C1C(=O)Nc1ccccc1 (stereo partly specified),7,1,2,2,2,0.0,-16,1.8,-1
CSc1cccc(NC(=O)C2CC(=O)N(Cc3ccccc3)C2)c1 (stereo unspecified),7,0,-2,-2,-2,0.1,4,0.6,-1
COc1ccc(-c2csc(N)n2)cc1,-5,2,0,-3,1,-0.2,-4,2.8,-2
COc1ccc(CCNC(=O)C(=O)NCC2OCCN2S(=O)(=O)c2ccc3c(c2)OCCO3)cc1 (stereo unspecified),-2,-1,12,-2,-1,-0.2,-3,2.1,3
Nc1nnc(Cc2ccc(Cl)cc2Cl)s1,3,0,4,-1,1,-0.1,5,1.0,-1
CSCCC(NS(=O)(=O)c1ccc(C)cc1)C(=O)NC1CCCCC1 (stereo unspecified),3,0,7,0,-2,0.0,13,2.2,-1
O=c1[nH]c2ccc(NC(=S)Nc3ccccc3Cl)cc2[nH]1,-6,0,-8,-8,-5,-0.1,-2,-1.2,-1
O=C(CSc1nnnn1C1CCCCC1)N1c2ccccc2Sc2ccccc21,2,2,5,5,-2,0.1,-17,2.0,-2
c1ccc(CNc2c3ccccc3nc3ccccc23)cc1,-3,-2,1,1,5,-0.2,-13,0.2,0
CC1CC(C)CN(S(=O)(=O)c2ccc(C(=O)NCc3ccc4c(c3)OCO4)cc2)C1 (stereo unspecified),5,-1,1,21,0,0.1,2,5.1,3
COc1ccc(Br)cc1CN(C)C(=O)c1ccc2c(c1)NC(=O)C(C)S2 (stereo unspecified),-4,3,4,9,1,0.1,6,-0.3,-3
O=C(N/N=C\c1ccc(F)cc1)c1ccc(F)cc1,5,4,-1,2,-1,0.0,4,-1.2,-1
Cc1c(Cl)cccc1N(CC(=O)O)S(C)(=O)=O,0,-1,2,0,-1,0.0,14,-2.4,0
O=C(NC1CCCC1)C1CCC(=O)N1C1CCCCC1 (stereo unspecified),-4,1,3,-3,-1,-0.2,6,0.7,-6
CCCC(NS(=O)(=O)c1ccc(-c2ccc(=O)[nH]n2)s1)c1cccs1 (stereo unspecified),-1,2,7,6,-2,0.0,-5,-0.5,-3

# Bioassay records (PubChem BioAssay)
